# DT40 TDP1 no CPT: qHTS for Inhibitors of human tyrosyl-DNA phosphodiesterase 1 (TDP1): qHTS in cells in absence of CPT; DT40 Tdp1-/- hTDP1 cells, no CPT, ATP luminescence, 48 h; Potency, µM (titrated, usually from 46.2 µM), without a hit: at the top dose activity change, negative = growth inhibition, usual class: inhibitors; hit rate 15% among 420,000; active means well fitted inhibition curve with a large enough effect; inconclusive means small, poorly fitted or top-dose-only effect; further: nearly all actives have a fitted effect of over 55% in size
#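 Chicken DT40 Tdp1-/- cells complemented with human TDP1, screened without camptothecin (DMSO vehicle only), 400 cells/well. Compounds pin-transferred, cells incubated at 37 °C for at least 48 hr. Growth read as ATP-dependent luminescence (CellTiter-Glo, 30 min at RT).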
# * marks the source's active call; other numbers are inactive results; ? = inconclusive; & = joins results of further samples. On the % scale 0 is the no-effect control and ±100 the full control effect; potency means the concentration at half of the fitted maximal effect. Some of the compounds tested; the hit share may differ from the screen's.
SMILES,DT40 TDP1 no CPT
CC1(C(=O)NS(=O)(=O)c2ccc(Cl)cc2)CCN1C(=O)COc1ccc(Cl)cc1 (configuration not stated),7%
CC1(C(=O)NCc2cccc3ccccc23)CCN1Cc1ccc(OC(F)(F)F)cc1 (configuration not stated),?
CN(CCC#N)c1ccc(C=C(C#N)c2ccc(Br)cc2)cc1,?
O=C(CC1CCCC1)N1CCN(S(=O)(=O)c2cccc(Br)c2)CC1,?
CCc1nc2ccc(C(=O)N3CCN(C)CC3)cn2c1N(C)CCC(C)C,?
Cc1cccc2c(/C=C/c3ccc(N(C)C)cc3)ccnc12,?
CCOC(=O)C1=CCN(S(=O)(=O)c2ccccc2F)C1c1ccc(C)cc1 (configuration not stated),-26%
OC(c1ccccc1)(c1ccccc1)C1CCN(CCCOc2ccc(F)cc2)CC1,?
CSC[C@H]1CN(c2ccc(Br)cc2)C(=O)[C@@H]1CC(=O)Nc1ccccc1,?
O=S1(=O)CC(N2CCN(CC3CC3)CC2)CN1C1CCCCC1 (configuration not stated),-17%
COc1cccc(CNS(=O)(=O)c2cc(Br)ccc2Br)c1,?
O=C(CCCn1c(=S)[nH]c2ccsc2c1=O)Nc1ccc(F)cc1,?
COc1cccc(C(=O)NCCCNc2nc3cc(C)cc(C)c3cc2C#N)c1,26µM*
O=C(OCc1ccc([N+](=O)[O-])cc1)c1cc2ccccc2oc1=O,-16%
CCCNC(=O)C1(C)CCCN(C(=O)c2cccnc2Oc2ccccc2)C1 (configuration not stated),-19%
Cc1cccc(NC(=O)c2ccc(NS(=O)(=O)c3cccc4cccnc34)cc2)c1,-27%
Clc1ccc(-c2nc3ccc(Cl)cn3c2Cc2ccccc2)cc1,?
Cc1cccc(CSc2nc(-c3cccs3)ccc2C#N)c1,?
Cc1ccc(Cc2c(-c3cccc(Cl)c3)nc3cc(C)c(Br)c(C)n23)cc1,?
COc1cccc(C(=O)N2CCC[C@@H]2C(=O)N2CCC[C@@H]2C(=O)NCc2ccccc2Cl)c1,-12%
COc1ccc(-c2csc(C(O)c3cccnc3)n2)cn1 (configuration not stated),?
COc1cccc(CN2CCN(C(=O)c3ccco3)CC2)c1OC,-26%
COC(=O)/C=C1\OCc2ccc(C)cc21,20%
C=C[C@@H]1c2cc(C)ccc2N(S(=O)(=O)c2ccc(C)cc2)[C@H](c2ccc(C(C)(F)F)cc2)C1(C#N)C#N,?
OC[C@@H](O)[C@@H](O[C@@H]1O[C@H](CO)[C@H](O)[C@H](O)[C@H]1O)[C@H](O)[C@@H](O)CO,14%&-25%

# Other records:
SMILES,DT40 TDP1 no CPT
O=C(NC(c1ccc(Cl)cc1)c1cnccn1)C1CCN(CCOc2ccc(F)cc2)CC1 (configuration not stated),18µM*
CCCCn1c2nc3ccccc3nc2c2c(=O)n(CC(C)C)cnc21,21%
COc1ccc(OC)c(C(=O)Nc2c(O)ccc3ccccc23)c1,16µM*
O=CN(Cc1nc2ccccc2[nH]1)c1ccc(C(=O)O)cc1,-3%
OC(C1=C/C(=C\c2ccncc2)c2ccccc21)c1ccncc1 (configuration not stated),11µM*
Cc1onc(-c2c(F)cccc2Cl)c1C(=O)OCC(=O)N(C)c1ccccc1,0.92µM*
CCC1(C2CCN(C(=O)c3ccc(C)cc3C)CC2)NC(=O)N(CCc2scnc2C)C1=O (configuration not stated),-19%
CC(=O)Nc1cccc(-c2ccnc3c2CC(C)(C(=O)Nc2ccc(F)c(Cl)c2)O3)c1 (configuration not stated),?
O=c1ccn(Cc2ccccc2)c(SCc2ccccc2)n1,?
CCOC1=C(C#N)CC2(CC1)c1ccccc1-c1ccccc12,23µM*
O=C1NC(=O)/C(=C\c2ccc(Cl)cc2Cl)N1,-7%
Cc1ccc(N2C(=O)c3oc4ccccc4c(=O)c3C2c2cccc(O)c2)nc1 (configuration not stated),?
CCCNC(=O)C1(C)CCN(C(=O)Cc2ccc3ccccc3c2)C1 (configuration not stated),?
CCC(c1nc2ccccc2[nH]1)N(CCCn1ccnc1)C(=O)c1ccc(C(F)(F)F)cc1 (configuration not stated),-20%
CCCS(=O)(=O)NCc1c(C)ncc2c1CCN(C(=O)/C=C/c1cccc(Cl)c1)C2,-20%
CCC(=O)N1Cc2cc(C(=O)NCC(F)(F)F)nc(-c3cccc(-c4cncnc4)c3)c2[C@@H]1CCO,?
COc1cccc(CN(C)C(=O)c2cnn(-c3nccc(-c4ccc5c(c4)OCO5)n3)c2C)c1,0%
Cc1ccc(CNCCCn2cnc(C(=O)Nc3ccc(C)c(C)c3)n2)o1,-23%
COc1ccc(CC(=O)NC(=S)Nc2cccc(C)c2)cc1,-20%
CC(Sc1nnc(-c2ccccc2)n1C)C(=O)NCc1ccco1 (configuration not stated),-16%
Cc1cc(NC(=O)c2cc3ccccc3o2)no1,-2%
COc1ccc(Cc2nnc(NC(=O)CS(=O)(=O)Cc3ccccc3)s2)cc1,9%
Nc1c(-c2ccc(F)cc2)nc2ncccn12,-3%
CCOC(=O)c1cc(-c2sc(NC(=O)c3ccccc3)nc2C)n(CCO)n1,6.5µM*
CCC(c1nnnn1-c1ccc2c(c1)OCCO2)N1CCN(C(=O)c2ccco2)CC1 (configuration not stated),?

# A second format for 5 compounds above:
canonical_smiles | DT40 TDP1 no CPT
CCCNC(=O)C1(C)CCN(C(=O)Cc2ccc3ccccc3c2)C1 (configuration not stated) | ?
CCC(c1nc2ccccc2[nH]1)N(CCCn1ccnc1)C(=O)c1ccc(C(F)(F)F)cc1 (configuration not stated) | -20%
CCCS(=O)(=O)NCc1c(C)ncc2c1CCN(C(=O)/C=C/c1cccc(Cl)c1)C2 | -20%
CCC(=O)N1Cc2cc(C(=O)NCC(F)(F)F)nc(-c3cccc(-c4cncnc4)c3)c2[C@@H]1CCO | ?
COc1cccc(CN(C)C(=O)c2cnn(-c3nccc(-c4ccc5c(c4)OCO5)n3)c2C)c1 | 0%

# (further entries)
SMILES,DT40 TDP1 no CPT
COc1ccc(-c2nc3ccc(C)cn3c2Cc2ccsc2)cc1OC,7.3µM*
CC(=O)N(C)[C@H]1C[C@@H](c2ccccc2)N(C(C)=O)C[C@H]1CO,-1%
O=C1CCC/C1=c1\s/c(=C/c2cccnc2)c(=O)n1-c1ccccc1,?
CC(C)(C)C(=O)c1c(N)[nH]c(C(=O)c2ccccc2)c1-c1c(F)cccc1F,21µM*
COC(=O)C1(C(=O)OC)CCCCN(S(=O)(=O)c2ccc(C)cc2)CCC1,21µM*
O=C(/C=C/[C@H]1O[C@@H](n2cnc3c(NC(=O)c4ccccc4)ncnc32)[C@H](O)[C@@H]1O)NCCc1ccc(F)cc1,29%
CC(=O)OCC(=O)[C@@]1(O)[C@H](C)C[C@H]2[C@@H]3C[C@H](F)C4=CC(=O)C=C[C@]4(C)[C@H]3[C@@H](O)C[C@@]21C,?
O=C(NCc1ccccc1)c1ccc(CS(=O)Cc2cccc(Cl)c2)o1 (configuration not stated),?
CC(C)N1CC2(CC(c3ccccc3C(F)(F)F)=NO2)CN1C(=O)c1ccco1 (configuration not stated),8.2µM*
COC(=O)c1c(SC)nc2ccccc2c1OCc1ccc(Cl)cc1,?
O=[N+]([O-])c1ccc(NN=Cc2cccc(O)c2)nc1,?
OCC[C@@H]1C[C@H](O)[C@@H](O)[C@@]2(OCCCc3cc(C(F)(F)F)ccc32)O1,-9%
O=C(Cn1cncn1)NCC1Cc2cc(-c3ccsc3)cc(Cl)c2O1 (configuration not stated),-15%
CC(=O)Nc1ccc(NC(=O)C2Cc3c(-c4cccc(NC(C)=O)c4)ccnc3O2)cc1 (configuration not stated),-14%
CN1C=CC(=C[N+](=O)[O-])N(C)C1=O,4%
O=C(c1ccc(Cl)cc1)C1CCN(C(=O)c2ccccc2F)CC1,-27%
CC(=O)c1ccc(F)c(-c2cc(C)cc3c2OC(CNC(=O)c2ccnn2C)C3)c1 (configuration not stated),-25%
CCN(CC)C(=O)C1=C(C)N(Cc2ccc(C(C)(C)C)cc2)C(=O)C(CC(=O)NCC2CCCCC2)C1 (configuration not stated),18µM*
O=C(CN(c1ccc(Br)cc1)S(=O)(=O)c1ccc(Cl)c([N+](=O)[O-])c1)NCC1CCCO1 (configuration not stated),?
CCOC1=CC(=O)OC(c2ccccc2)C1 (configuration not stated),-6%
Cc1cc(/C=C2\SC(=S)N(C)C2=O)c(C)n1-c1ccccc1O,8.2µM*
COC(=O)[C@@]1(Sc2ccc(C)cc2)CC(=O)N(c2ccc(Cl)cc2)[C@@H]1c1ccccc1,21µM*
O=S(=O)(CS(=O)(=O)Oc1ccccc1)Oc1ccccc1,-27%
Clc1cccc(-c2nc3c4ccccc4ccn3c2Cc2ccccc2)c1,?
Cc1ccccc1C(=O)N1CCC[C@@H]1C(=O)N1CCC[C@H]1C(=O)NCc1ccncc1,-18%

# Brought forward from above: three entries, followed by the next part.
SMILES,DT40 TDP1 no CPT
O=S(=O)(CS(=O)(=O)Oc1ccccc1)Oc1ccccc1,-27%
Clc1cccc(-c2nc3c4ccccc4ccn3c2Cc2ccccc2)c1,?
Cc1ccccc1C(=O)N1CCC[C@@H]1C(=O)N1CCC[C@H]1C(=O)NCc1ccncc1,-18%
Cn1c(CCN2CCN(c3ccccn3)CC2)nc2cc(NS(=O)(=O)c3ccc(F)cc3)ccc21,?
O=C1CCCCC1(CCc1ccncc1)CCc1ccncc1,12µM*
CC(C)(C)C(=O)N1CCC2CC1c1cc(-c3ccc4c(c3)OCO4)ccc12 (configuration not stated),23µM*
CC(C)n1nnnc1C1c2ccccc2C(=O)N1Cc1cccc(F)c1 (configuration not stated),?
O=C(COC(=O)c1cccc(F)c1)Nc1cccc(S(=O)(=O)N2CCOCC2)c1,2%
Cc1nc2c(OCc3ccc(Cl)cc3Cl)cccn2c1N(C)Cc1cccs1,?
COc1ccncc1-c1ccccc1C1=CC(=O)CC(C)(C)C1=O,?
Cc1csc(-c2nc3ccccc3n2C(C(=O)NC(C)(C)C)c2ccccc2)c1 (configuration not stated),29µM*
COCc1ccc(C(=O)N2CCOc3ccc(CN4CCN(c5ccc(F)cc5)CC4)cc3C2)o1,21µM*
COc1ccc(Cn2c(NCC(C)C)nc3c2c(=O)n(C)c(=O)n3C)cc1,?
Cc1ccccc1Oc1ccc2c(c1)[C@@H]1C[C@H](N(C)C(=O)c3ccco3)[C@H]([C@H](C)O)C(=O)N1CC2,18µM*
CN(CC(=O)Nc1cccc(F)c1)C(=O)/C=C/c1ccc(S(=O)(=O)N2CCCCCC2)cc1,?
CCCCc1c(-c2cccc(OC)c2)ncn1CCc1ccccc1OC,18µM*
O=[N+]([O-])c1cc2no[n+]([O-])c2cc1N1CCCCC1,0.92µM*
CC(C)Cc1nc2cc(NS(=O)(=O)N(C)C)cc(C(=O)N3CCSCC3)c2n1C,2%
Nc1[nH]c(=O)nc2snnc12,0%
CN(CCCN(Cc1ccc(Cl)cc1)c1ccc(Br)cn1)C(=S)NCCCc1cnc[nH]1,?
CCOC(=O)C1=C(N)OC2=C(C(=O)CCC2)C1c1ccc2c(c1)OCO2 (configuration not stated),4%
CC1CCCN(CCC(=O)c2ccccc2)C1 (configuration not stated),10µM*
Cn1c(=O)c(-c2ccccc2)cc2ccccc21,?
Oc1cccc(-c2c3nc(c(-c4cccc(O)c4)c4ccc([nH]4)c(-c4cccc(O)c4)c4nc(c(-c5cccc(O)c5)c5ccc2[nH]5)CC4)C=C3)c1,19µM*
CCC1NC(=O)c2cccnc2-n2c1nc1ccc(C)cc1c2=O (configuration not stated),3%
CCCN1CCN(C(=O)c2ccc(S(=O)(=O)N(C)c3ccccc3OC)cc2)CC1,-4%
Cc1ccc(NC(=O)c2cnn3c2NC(=C2CC2)C=C3C(F)F)cc1C,?
Cc1ccc(S(=O)(=O)N2C[C@H]3C(=O)C[C@@H](c4cccc5ccccc45)N(S(=O)(=O)c4ccc(C)cc4)[C@H]3C[C@H]2c2ccc(Cl)cc2)cc1,-23%

# Further entries.
SMILES,DT40 TDP1 no CPT
CC(=O)Nc1ccc(S(=O)(=O)N2c3ccc(F)cc3CCC2C)cc1 (configuration not stated),5.8µM*
C/C(=N\NC(=O)CCC(=O)N/N=C(\C)c1ccc(C)o1)c1ccc(C)o1,-16%
CCN(CC(=O)Nc1c(F)cccc1F)C(=O)CSCc1ccc(C)cc1,?
O=C1NC[C@H](CCCCN2C[C@H](Cc3ccc(O)cc3)N(CC3CCCCC3)C(=O)C2=O)N(CCc2ccccc2)C1=O,-12%
N#C/C(=C\c1ccc(Cl)cc1)C(=O)NC1CC1,?
COCCNC(=O)c1cc2c(c(-c3cccc(C#CC(C)(C)O)c3)n1)[C@@H](CCO)N(S(=O)C(C)(C)C)C2 (some centres not stated),-5%
CC(C)(C)OC(=O)NCCc1onc(-c2ccc([N+](=O)[O-])cc2)c1C(=O)O,12%
CCOP(=O)(Nc1cccc2oc(=O)c3ccccc3c12)OCC,?
CCCCN1C[C@H](CSC)[C@@H](CC(=O)Nc2ccc(Br)cc2)C1=O,23µM*
COc1ccc(N2CCN(CCCn3cnc4c(SC)ncnc43)CC2)cc1,?
C/C(=N\Nc1cc(-c2ccccc2)nc(-c2ccc(Br)cc2)n1)c1cccc(N)c1,?
COc1ccc(S[C@@H]2C[C@@H](C(=O)Nc3ccc4nccnc4c3)N(C3Cc4ccccc4C3)C2)cc1,?
C[C@@H]1CN([C@H](C)CO)C(=O)CCCn2cc(nn2)CO[C@H]1CN(C)S(=O)(=O)c1ccc(Oc2ccccc2)cc1,-20%
c1cc(C2OCCO2)cs1,-17%
O=[N+]([O-])c1ccc(/C=C/c2ccnc3ccccc23)c([N+](=O)[O-])c1,20µM*
C#Cc1ccc([C@H]2C=C(C(=O)NCc3ccccc3)O[C@@H](OCc3ccc(CO)cc3)C2)cc1,-5%

# High-throughput results deposited in PubChem by National Center for Advancing Translational Sciences (NCATS).
